M4 PAM: potentiates acetylcholine response at human M4 receptor | P08173 | CHO-K1 hM4/Gqi5, Fluo-8 calcium fluorescence, ACh EC20; 0% = ACh EC20, 100% = maximal ACh | activation, % at 3 µM | 360,000 tested, 0.4% active | AID 624126;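 active = activation above its plate's cutoff, the mean activation of sample wells plus 3 SD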; note: some results filed as inactive read as strong as hits
M4 antag: blocks acetylcholine activation of human M4 receptor. P08173. CHO-hM4 cells, ACh EC80, Fluo-8 calcium fluorescence. inhibition, % at 3 µM. 360,000 tested, 0.73% active;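 active = inhibition above its plate's cutoff, the mean inhibition of sample wells plus 3 SD, cut at about 27% in these data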;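 note: 0% = acetylcholine EC80 with DMSO and 100% = DMSO without agonist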
M5 ag: agonists of human muscarinic M5 receptor (CHRM5); CHO-K1 hM5 cells, Fluo-8 calcium fluorescence; 0% DMSO wells, 100% maximal acetylcholine response; P08912; 360,000 tested, 0.19% active; AID 624037; activation, % at 3 µM;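 active = activation above the run's mean over test compounds plus 3 SD, cut at about 23% in these data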;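 note: signal is peak over basal fluorescence ratio across the kinetic read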
IDE cell inh: cellular human IDE inhibition; P14735; 320,000 tested, 0.41% active; AID 434962; HEK cells, FAbetaB cleavage, fluorescence polarization; inhibition, % at 5.59 µM;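 active = percent inhibition above the average of all tested compounds plus 3 SD, set per screening campaign, cut at about 16% in these data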;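 note: IDE supplied by intact live HEK cells; FP after avidin binding of uncleaved biotin substrate so inhibition keeps polarization high; 0% = DMSO wells and 100% = 60 µM reference IDE inhibitor Ii1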
Target sequence (P14735 whole entry, looked up): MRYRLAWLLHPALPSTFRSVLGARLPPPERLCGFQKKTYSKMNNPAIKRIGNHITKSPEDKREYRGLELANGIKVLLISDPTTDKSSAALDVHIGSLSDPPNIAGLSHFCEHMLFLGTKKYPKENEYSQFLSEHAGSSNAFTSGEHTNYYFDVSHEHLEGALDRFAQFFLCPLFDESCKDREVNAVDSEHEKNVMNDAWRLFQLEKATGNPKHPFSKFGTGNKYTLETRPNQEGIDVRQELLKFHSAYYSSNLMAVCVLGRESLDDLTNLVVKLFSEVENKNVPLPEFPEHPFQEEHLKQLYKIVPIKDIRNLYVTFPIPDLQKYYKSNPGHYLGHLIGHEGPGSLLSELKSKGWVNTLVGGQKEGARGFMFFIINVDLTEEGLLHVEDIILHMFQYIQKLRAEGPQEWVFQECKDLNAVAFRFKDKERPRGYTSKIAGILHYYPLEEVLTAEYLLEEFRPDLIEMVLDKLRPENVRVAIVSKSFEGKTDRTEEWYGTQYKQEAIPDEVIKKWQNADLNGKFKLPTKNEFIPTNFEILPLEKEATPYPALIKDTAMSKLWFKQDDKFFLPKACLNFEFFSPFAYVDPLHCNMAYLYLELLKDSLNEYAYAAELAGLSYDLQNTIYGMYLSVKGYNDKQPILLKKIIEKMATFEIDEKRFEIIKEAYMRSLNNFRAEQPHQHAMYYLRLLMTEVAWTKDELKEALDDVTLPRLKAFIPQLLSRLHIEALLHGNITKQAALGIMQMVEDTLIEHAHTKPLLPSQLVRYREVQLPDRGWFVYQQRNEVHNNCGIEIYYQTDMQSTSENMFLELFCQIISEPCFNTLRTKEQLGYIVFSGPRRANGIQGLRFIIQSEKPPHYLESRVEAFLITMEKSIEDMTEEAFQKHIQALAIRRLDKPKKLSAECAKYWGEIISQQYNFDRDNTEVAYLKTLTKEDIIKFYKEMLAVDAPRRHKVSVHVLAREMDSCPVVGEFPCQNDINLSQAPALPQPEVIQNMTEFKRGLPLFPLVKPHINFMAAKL
M5 PAM: CHRM5 positive allosteric modulation; activation, % at 3 µM; P08912; 360,000 tested, 0.3% active; AID 624038; CHO-K1 hM5, Fluo-8 calcium, ACh EC20 PAM; 0% = ACh EC20, 100% = ACh EC100;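 active = activation above the run cutoff, the mean activation of all test compounds plus 3 SD, cut at about 18% in these data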
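System – CHO-K1 hM5 cells · Compound – 3 µM, single dose · Incubation – compound preincubation 140 s before EC20 acetylcholine addition · Technique – Fluo-8 calcium fluorescence · Measure – Max/basal fluorescence ratio as % of EC20–EC100 ACh window · Benchmarks – low control EC20 acetylcholine (0%), high control EC100 acetylcholine (100%) · Replication – singlicate, one well per test compound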
CRFR2-BP ag: agonists of human CRF-binding protein/CRF-R2 receptor complex; HEK293 CRF-R2/CRF-BP, calcium dye fluorescence (FLIPR); percent of saturating CRF peptide response; activation, % at 13.2 µM; 350,000 tested, 0.46% active; AID 588473;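 active = activation of at least 50%, plus an integration ratio under a set limit after plate pattern correction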;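 note: plate controls were neutral control wells without compound for no effect and CRF at EC100 for full effect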
CRFBP-R2 block: antagonists of CRF-binding protein/CRF-R2 receptor complex; 350,000 tested, 0.59% active; inhibition, % at 11.8 µM; HEK293 CRF-R2/CRF-BP, CRF-induced calcium fluorescence;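 active = inhibition of the ligand-induced calcium signal above about 50% at the single tested concentration, limit read from the data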
CHRM5 antagonist: antagonists of human muscarinic M5 receptor (CHRM5); P08912; CHO-hM5 cells, Fluo-8 calcium fluorescence, ACh EC80; inhibition, % at 3 µM; 360,000 tested, 0.59% active; AID 624040;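 active = inhibition above a per-plate cutoff, the mean of that plate's test compounds plus 3 SD, cut at about 27% in these data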;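 note: 0% = acetylcholine EC80 with DMSO and 100% = DMSO without agonist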
M4 ag: agonists of human muscarinic M4 receptor (CHRM4); CHO-K1 hM4/Gqi5, Fluo-8 calcium fluorescence; vehicle 0%, full acetylcholine response 100%; activation, % at 3 µM; 360,000 tested, 0.14% active; AID 624127;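 active = activation above the run mean over all test wells plus 3 SD, cut at about 32% in these data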;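 note: peak over basal fluorescence ratio per well then scaled between controls; 0% = DMSO wells and 100% = acetylcholine at EC100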
* = called active by the depositor; · = not tested or not shown; & = joins results of further samples. Compounds as they come. Share with any hit: about 2.9%.

SMILES	M4 PAM	M4 antag	M5 ag	IDE cell inh	M5 PAM	CRFR2-BP ag	CRFBP-R2 block	CHRM5 antagonist	M4 ag
Nc1cc(=O)[nH]c(SCC(=O)Nc2ccc(Br)cc2)n1	4	1	-3	8	-2	-1.7	-5	1	1
O=S(=O)(/C=C/c1ccccc1)N1CCN(c2ccccc2)CC1	-3	4	0	9	0	3.6	-1	-4	1
Nc1ncnc2nc(SCCC(=O)O)[nH]c12	-20	-1	0	-3	-8	1.6	2	10	0
COc1cccc(C2Nc3ccccc3C(=O)N2c2ccc(F)cc2)c1O (configuration not stated)	-1	-6	-4	3	2	-2.9	-4	-2	1
Cc1cnc(CNC(=O)c2ccc3sc([C@@H]4O[C@H](CO)[C@H](O)[C@H](O)[C@H]4O)nc3c2)cn1	-3	7	-1	·	-2	·	·	2	0
C[C@H](NC(=O)c1nc[nH]c1C(=O)N[C@@H](Cc1ccccc1)C(=O)OC(C)(C)C)C(=O)OC(C)(C)C	-6	5	-7	-3	-11	1.1	-2	11	5
CCOC(=O)C1=C(N)OC2=C(C(=O)CC(C)C2)C1c1cccnc1 (configuration not stated)	7	-13	0	1	3	-1.0	-9	3	1
O=[N+]([O-])c1cc(Cl)c(Cl)c(Cl)c1Cl	13	-16	1	1	2	-3.9	-16	-4	1
CC1Cc2ccccc2N1C(=O)Cn1c(=O)cc(O)c2ccccc21 (configuration not stated)	-3	26	-3	1	-6	-2.0	-5	5	5
Cc1ccc([N+](=O)[O-])cc1NC(=O)CCSc1ccc(Cl)cc1	-13	15	-2	3	-13	-1.3	14	6	5
COc1cc(OC)cc(-c2oc3cccnc3c2C#CCCO)c1	6	-5	-4	-7	7	-0.8	-7	13	4
O=C(NCCN1CCOCC1)/C(=C/c1ccc(F)cc1)NC(=O)c1ccccc1	-1	-8	-1	3	2	2.6	2	-2	2
CCOc1ccc(-c2nnc3sc(COc4ccc(C)cc4)nn23)cc1	-4	-2	-2	5	-3	0.1	-22	10	0
O=C(c1ccc(OCC2CCCO2)cc1)N1CCN(c2ccccc2)CC1 (configuration not stated)	-6	8	1	6	-5	1.3	-19	1	1
COc1ccc(/C=C/C(=O)OCC(=O)c2c(C)[nH]c3ccccc23)cc1OC	0	3	-2	1	-5	-5.8	21	11	2
Cc1ccc(Cn2c(C3CCCN3c3nc(-c4cc(Cl)c(N)c(Cl)c4)cs3)nc3cc(C(=O)NCCCO)ccc32)cc1 (configuration not stated)	-8	11	-1	-5	4	-1.5	0	8	3
CC1=NN(C(N)=S)C(=O)C1N=Nc1cccc(Cl)c1C (configuration not stated)	-9	22	-4	0	-1	-1.1	17	16	1
CN(Cc1c(C(=O)N/N=C/c2cccs2)nnn1-c1nonc1N)c1ccccc1	-5	-4	1	1	-4	-1.1	-13	1	7
CC(=O)Nc1nc(C)c(-c2csc(Nc3cccc([N+](=O)[O-])c3)n2)s1	3	0	0	5	-8	-2.3	4	11	6
O=C(CCCOc1ccc(Br)cc1)NNC(=O)c1ccncc1	-8	1	1	4	2	-0.7	5	-7	4
NC(=O)CC(NC(=O)Cc1ccc(Br)cc1)c1ccc(NCCc2ccc(F)cc2)c([N+](=O)[O-])c1 (configuration not stated)	7	-6	2	3	2	1.3	-2	4	2
CCOC(=O)C1=C(C)NC(=O)NC1C1CC=CCC1 (configuration not stated)	3	-7	-1	-1	-1	-0.4	-6	-3	1
CC(OC(=O)CN1C(=O)c2ccccc2C1=O)C(=O)NC1CCCC1 (configuration not stated)	0	-10	1	-15	0	-2.3	9	0	0
Cc1ccc(S(=O)(=O)c2nc(-c3ccccc3Cl)oc2NCCCN2CCOCC2)cc1	-3	1	-5	-1	5	-0.5	0	1	4
COc1ccccc1NC(=O)c1ccc(SCC(=O)NCc2ccccc2Cl)c([N+](=O)[O-])c1	8	-6	-2	-3	2	1.0	23	2	0

Later entries.
SMILES	M4 PAM	M4 antag	M5 ag	IDE cell inh	M5 PAM	CRFR2-BP ag	CRFBP-R2 block	CHRM5 antagonist	M4 ag
CCOC(=O)CNC(=O)C1CCN(S(=O)(=O)c2ccc(-c3nn[nH]n3)cc2)CC1	5	-17	-3	5	-3	1.5	-2	7	1
COc1cccc(NC(=O)c2ccc(NC(=O)C(C)(C)C)cc2)c1	9	-7	1	1	-1	0.5	-26	1	3
Cc1cccc(N2C(=O)c3cccc(Oc4ccc(Cl)cc4)c3C2=O)c1	5	3	2	1	0	7.7	-45	0	1
CC1=C(C(=O)OCC2CCCO2)C(c2ccc(C)cc2)C2=C(CCCC2=O)N1 (configuration not stated)	9	-9	-7	0	20*	-0.3	-2	-4	2
CCOC(=O)C(=O)Nc1nnc(SCc2ccc(F)cc2)s1	0	1	1	4	5	-2.3	11	-10	1
Nc1nnc(SCc2ccc(F)cc2)n1-c1ccccc1	9	5	-2	-4	4	0.3	16	-1	2
CC(=O)N(C)c1ccc(OCC(O)Cn2c3ccc(Cl)cc3c3cc(Cl)ccc32)cc1 (configuration not stated)	-3	19	-3	6	1	2.9	-16	0	10
CCn1c(C)c(C(C)=O)cc(C#N)c1=O	2	-2	2	0	9	2.6	-6	-8	0
COc1ccc(OCc2nnc3n2N=C(c2ccc(Br)cc2)CS3)cc1	-7	-2	0	4	-3	0.3	12	-2	2
CC(C)Cn1c(SCC(=O)N2CCOCC2)nc2ccccc2c1=O	13	-23	6	-3	-5	-0.4	-1	10	1
Cc1cc(NC(=O)c2cccnc2Cl)ccc1NC(=O)c1cc2ccccc2o1	-10	0	-1	4	-3	-1.1	-6	11	1
CCOC(=O)c1cc(-c2cccnc2)nn1-c1ccccc1	4	1	0	-2	-1	-2.9	4	3	1
CC(C)N(Cc1ccccc1)C(=O)CN1C(=O)NC(Cc2ccccc2)(c2ccccc2)C1=O (configuration not stated)	-7	-3	-3	-1	-2	2.5	-26	3	1
c1ccc2c(CSc3nnc(-c4ccncc4)o3)cccc2c1	3	10	-2	-6	-2	-1.9	-13	3	-1
O=C(CN1C(=O)NC2(CCc3ccccc32)C1=O)Nc1cccc(Cl)c1 (configuration not stated)	1	3	6	2	11	4.7	-32	10	3
COC(=O)Cn1cc(C(=O)C(C)(C)C)c2ccccc21	-1	5	1	2	1	-0.9	14	8	2
O=C(NCCCN1CCCC1=O)c1ccc2c(c1)NC(=O)c1ccccc1S2	1	-14	-1	-1	-1	-2.6	-21	3	0
COC(=O)Cc1ccc(NC(=S)N2CCCC(C)C2)cc1 (configuration not stated)	2	1	2	-4	5	1.2	-8	-17	1
CCCCCc1nnc(NC(=O)c2ccc(=O)n(C)n2)s1	4	0	1	6	-3	-1.5	-7	4	1
CCN(CC(=O)Nc1ccc(NC(C)=O)cc1)C(=O)c1cccnc1Sc1ccc(C)c(C)c1	3	-7	2	3	-2	-0.8	-3	15	4
Cc1cccc(CCNS(=O)(=O)c2cnc[nH]2)c1	0	-4	-5	6	14	-0.3	-7	-10	1
O=C(NCc1ccc2c(c1)OCO2)c1ccc(=O)[nH]c1	1	-6	-5	4	2	2.9	5	-1	0
CCN(Cc1ccccc1)C(=O)CSc1nc(C)cc(C)c1C#N	4	-9	-4	-3	-8	-2.5	23	5	1
O=C(CCc1ccc(S(=O)(=O)NCc2ccccc2)cc1)NCc1ccc2c(c1)OCO2	1	3	2	-1	-11	-1.6	-4	0	4
COCCn1c(C)cc(C(=O)COC(=O)c2cc3c(s2)CCC3)c1C	0	-15	-3	7	3	-1.3	64*	-13	4

(cont.)
SMILES	M4 PAM	M4 antag	M5 ag	IDE cell inh	M5 PAM	CRFR2-BP ag	CRFBP-R2 block	CHRM5 antagonist	M4 ag
COc1ccc2c(c1)CC/C2=N\NC(=O)c1ccccc1	1	-2	-3	5	3	-2.4	14	-4	2
CCCCC(=O)Nc1cc(C)c(NC(=O)c2ccco2)cn1	5	-3	3	-4	-3	2.0	5	4	1
CNC[C@@H]1Oc2cc(Br)ccc2S(=O)(=O)N([C@H](C)CO)C[C@@H]1C	-11	-1	0	·	-4	·	·	0	1
CNC(=O)/C=C/c1cccc(C(F)(F)F)c1	0	9	-1	5	-5	-0.9	11	10	0
CCNC(=O)C1CCCN(C(=O)c2cccc3ccccc23)CC1 (configuration not stated)	-1	-5	0	·	1	·	·	-1	0
CC1=CC(C)(C)Nc2ccc(OC(=O)CN3C(=O)c4cccc5cccc(c45)C3=O)cc21	5	1	1	6	1	19	-15	2	2
Cc1ccc(S(=O)(=O)N(C(=O)c2ccncc2)c2ccc(OC(=O)c3ccncc3)cc2)c(C)c1	-1	-1	-1	-2	-5	5.6	-7	13	1
COc1cccc(OCC(O)CN2CCN(c3ccccc3)CC2)c1 (configuration not stated)	-1&-7	-6&10	-7&-7	8&-4	-11&0	-1.8&-3.2	5&-8	19&16	0&0
O=C(CNS(=O)(=O)c1cccc(C(F)(F)F)c1)NC1CCCCCC1	3	-2	0	5	-6	-3.0	-14	20	2
Cn1c(=O)c2c(SCc3cccnc3)nc(C3CC3)nc2n(C)c1=O	2	5	-3	0	1	-6.2	-36	2	2
O=C(/C=C/c1ccc(Cl)cc1)Nc1ccccc1N1CCOCC1	-3	-3	-2	-1	2	-1.4	3	9	1
CCCCNC(=O)C1(C)CCCCN1C(=O)c1cncc(Br)c1 (configuration not stated)	2	-2	-3	·	7	·	·	15	0
Cn1c(=O)c2c(nc(N3CCOCC3)n2CCCNC2=NCCC2)n(C)c1=O	8	-9	-4	-1	-4	-2.3	15	4	0
CC(C)(C)c1ccc2cccc(F)c2n1	10	-10	1	·	10	·	·	-6	1
CN1[C@@H]2CC[C@H]1CC(OC(=O)c1c[nH]c3ccccc13)C2 (some centres not stated)	-7	10	-2	1	-9	-1.2	-30	9	0
CCCNC(=O)NC(=O)COC(=O)c1ccc(OC)c(S(=O)(=O)N2CCCc3ccccc32)c1	-2	0	-5	1	18	-0.8	-6	9	1
COc1ccc(OC)c(CN2CCN(C(=O)c3cccc(S(=O)(=O)N(C)c4ccccc4)c3)CC2)c1	1	-4	1	·	2	-2.3	43	9	5
CCCN1CCN(CCCNC(=O)c2ccc3nc(N4CCCCC4)sc3c2)CC1	6	-20	-1	1	2	-0.6	3	-5	1
O=C(COc1ccccc1)OCC(=O)c1ccc(O)cc1O	6	-10	2	4	-2	-0.9	-2	4	3
COc1ccccc1CCNC(=O)C(=O)NCC1OCCN1S(=O)(=O)c1ccc(Br)cc1 (configuration not stated)	7	11	0	-3	10	0.0	4	2	0
CCS(=O)(=O)N1CCC(C(=O)NCCCOC)CC1	6	5	3	5	2	-2.1	14	-5	0
Cn1c(Oc2ccccc2)c(C=O)c2ccccc21	-2	3	-7	4	-3	-3.3	15	4	-3
COc1cc2ccccc2cc1C(=O)N1CCCCC1	4	-2	1	-5	6	-1.2	18	0	-1
O=C(Nc1cccc(S(=O)(=O)N2CCOCC2)c1)c1ccc(Cl)c([N+](=O)[O-])c1	-10	1	2	-2	-5	-0.2	-4	8	13
COc1ccc(Nc2nc3c(C)cccc3cc2C#N)cc1	4	4	1	5	3	4.0	-45	-7	1

Entries of single compounds from above. Order of values: M4 PAM | M4 antag | M5 ag | IDE cell inh | M5 PAM | CRFR2-BP ag | CRFBP-R2 block | CHRM5 antagonist | M4 ag
Cn1c(=O)c2c(nc(N3CCOCC3)n2CCCNC2=NCCC2)n(C)c1=O as listed: 8 | -9 | -4 | -1 | -4 | -2.3 | 15 | 4 | 0
O=C(COc1ccccc1)OCC(=O)c1ccc(O)cc1O as listed: 6 | -10 | 2 | 4 | -2 | -0.9 | -2 | 4 | 3
